FBA Mtb inh – Mtb fructose-bisphosphate aldolase inhibition; purified M. tuberculosis FBA, fluorescence read-out; inhibition, % at 1 µM; actives 2.3% (n = 360,000); in the data active means inhibition above about 27%;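 further: 0% = vehicle and 100% = reference inhibitor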
Target sequence (P9WQA3 whole entry, looked up): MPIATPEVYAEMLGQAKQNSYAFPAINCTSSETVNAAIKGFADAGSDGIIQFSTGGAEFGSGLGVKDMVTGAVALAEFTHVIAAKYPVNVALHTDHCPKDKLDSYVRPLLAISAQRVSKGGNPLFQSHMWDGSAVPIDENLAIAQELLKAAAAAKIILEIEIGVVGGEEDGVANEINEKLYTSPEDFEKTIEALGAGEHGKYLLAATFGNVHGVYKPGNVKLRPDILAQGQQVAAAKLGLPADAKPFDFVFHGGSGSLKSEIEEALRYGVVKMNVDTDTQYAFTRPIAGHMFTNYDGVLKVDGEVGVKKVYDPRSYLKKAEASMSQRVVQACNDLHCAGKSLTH
Yp Topo-I inh – blocks Yersinia pestis topoisomerase I activity | activity, % at 10 µM | actives 0.064% (n = 360,000) | AID 504884 | Y. pestis Topo-I cleavage product accumulation, plate reader; in the data active means activity above about 50%, passing the limit was not always enough; further: inactives centre near 2
Mtb UGM inh – blocks M. tuberculosis UGM enzyme; purified UGM, fluorescence polarization probe displacement; AID 504406; inhibition, % at 10 µM; actives 0.06% (n = 320,000); in the data active means inhibition above about 10%, passing the limit was not always enough
Target sequence (P9WIQ1 whole entry, looked up): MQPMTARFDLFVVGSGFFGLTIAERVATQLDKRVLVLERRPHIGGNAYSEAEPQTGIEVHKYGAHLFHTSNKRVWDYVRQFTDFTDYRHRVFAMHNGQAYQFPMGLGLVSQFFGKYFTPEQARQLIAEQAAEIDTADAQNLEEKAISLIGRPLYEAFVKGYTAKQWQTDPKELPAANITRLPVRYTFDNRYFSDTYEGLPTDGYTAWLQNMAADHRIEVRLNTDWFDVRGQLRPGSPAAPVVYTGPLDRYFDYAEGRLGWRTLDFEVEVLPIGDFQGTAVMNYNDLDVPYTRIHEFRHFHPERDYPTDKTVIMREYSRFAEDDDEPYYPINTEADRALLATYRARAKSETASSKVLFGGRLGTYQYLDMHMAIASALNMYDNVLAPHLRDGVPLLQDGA
TcdB GH inh – TcdB glycohydrolase inhibition; P18177; TcdB glycohydrolase enzymatic assay, plate reader; inhibition, % at 9.99 µM; actives 0.24% (n = 350,000); AID 652162; in the data active means inhibition above about 10%
GDH-TPI inh – GDH-TPI coupled enzyme inhibition counter-screen | GDH-TPI coupled enzyme counterscreen, NADH absorbance | inhibition, % at 4.8 µM | AID 588335 | actives 1.2% (n = 360,000); in the data active means inhibition above about 30%;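 further: 0% = DMSO wells and 100% = wells lacking the enzyme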
FadD28 FP inh – inhibitors of Mycobacterium tuberculosis FadD28 bisubstrate binding; inhibition, % at 12.5 µM; AID 588549; actives 0.22% (n = 360,000); FadD28 bisubstrate probe binding, fluorescence polarization; in the data active means inhibition above about 8.5%, passing the limit was not always enough
Vc quorum ag – quorum light induction in luxS cqsA deficient V. cholerae | activation, % at 18.7 µM | actives 0.16% (n = 350,000) | AID 588436 | V. cholerae BH1578 lux reporter, luminescence, 6 h; in the data active means activation mostly above about 9.7%, no sharp cut-off; further: not every result past the cut was called active; inactives centre near 0; reference of the scale not given here
PfHsp40 yeast – restores yeast growth despite PfHsp40 toxicity | S. cerevisiae expressing PfHsp40, growth rescue, ATP luminescence | growth rescue, % at 12.5 µM | actives 0.68% (n = 340,000); in the data active means growth rescue above about 28%, passing the limit was not always enough;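 further: yeast W303a lacking pdr1 and pdr3 grown in galactose medium; growth measured after three days at 30 °C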
BioA inh – inhibitors of Mycobacterium tuberculosis BioA enzyme; purified M. tuberculosis BioA enzyme, plate reader; inhibition, % at 9.99 µM; actives 0.096% (n = 360,000); in the data active means inhibition above about 40%
* = called active by the depositor; i = inactive; · = not tested or not shown; & = joins results of further samples.

Results follow in this order: FBA Mtb inh	Yp Topo-I inh	Mtb UGM inh	TcdB GH inh	GDH-TPI inh	FadD28 FP inh	Vc quorum ag	PfHsp40 yeast	BioA inh
C/C(=N\NC(=S)NCc1ccccc1)c1ccc2ccccc2c1
    2	-2	4.3	·	13	-2.4	i	-0.5	·
C/C=C\C(=O)Nc1cccc(C2=NOC3(C2)C[C@@H](C(N)=O)N(C(=O)c2ccc(Cl)cc2)C3)c1 (some centres not stated)
    2	6	3.6	1.4	6	-3.8	-0.6	0.1	3.4
CC(C)N1CCc2c(sc(NC(=O)c3ccc4ccccc4c3)c2C(N)=O)C1
    1	-8	-5.0	-3.0	10	-4.4	138*	0.3	-7.0
COCC(=O)OCC(=O)Nc1ccc(Cl)cc1[N+](=O)[O-]
    -1	-8	·	-2.0	1	-2.9	5.9	-1.2	·
Nc1cc(C(=O)N2CCN(c3ccccc3Cl)CC2)ccc1N1CC2CC(C1)c1cccc(=O)n1C2 (configuration not stated)
    1	20	·	0.8	8	0.3	i	·	-0.6
Cc1occc1C(=O)N1CCN(Cc2ccccc2)CC1
    -3	1	2.3	0.4	-2	-2.5	i	-2.3	0.1
CCOC(CNC(=O)C(=O)Nc1cc2c3c(c1)CCC(=O)N3CCC2)OCC
    4	5	2.8	-0.1	6	-0.6	2.7	-1.8	-1.0
Cn1c(SCC(=O)NCCc2ccccc2)ncc(C(=O)Nc2ccc(F)cc2)c1=O
    -1	4	-1.8	2.7	-4	-4.1	-1.0	0.2	-2.1
O=C(COC(=O)c1c(F)cccc1Cl)NCC1CCCCC1
    2	13	1.9	1.4	3	·	i	2.7	-0.5
CCOc1ccc(CCNC(=O)C2CSC3(C)CCC(=O)N23)cc1OCC (configuration not stated)
    2	12	0.4	1.0	-2	0.1	i	-1.8	0.4
Cc1ccc(S(=O)(=O)N2CCC(C(=O)NCCCN3CCOCC3)CC2)cc1
    0	2	-2.8	1.8	-7	-0.9	-2.3	-1.1	0.4
CCn1c(SCC(=O)NC2CCS(=O)(=O)C2)nnc1-c1ccccc1 (configuration not stated)
    0	7	0.8	-0.4	10	0.4	-0.3	1.4	0.4
CC1CCCCC1NC(=O)CN1C(=O)NC(Cc2ccccc2)(Cc2ccccc2)C1=O (configuration not stated)
    -6	5	-2.3	·	-10	-2.9	0.2	-0.9	-1.4
COc1cccc(N(CC(=O)O)S(=O)(=O)c2ccccc2)c1
    -3	2	4.0	·	-2	-0.6	-5.0	0.9	-1.1
COC(=O)c1ccccc1NC(=O)CSc1nnc(Cc2ccc(Cl)cc2)o1
    2	15	-0.4	·	-4	-2.4	12	-0.5	3.7
Cc1cccnc1NC(=S)Nc1ccc(F)cc1F
    1	4	0.1	1.2	-7	-2.4	i	0.7	·
CC1(C)Cc2cccc(C(=O)NCc3ccco3)c2O1
    4	10	0.4	0.8	2	-1.0	-0.5	·	0.0
Cc1cc(C(=O)CS(=O)(=O)c2ccccc2)cc(C)c1O
    -3	1	-3.0	0.5	9	-0.5	i	-0.1	0.3
CC1=CC(C)(C)N=C(Nc2ccc(C)cc2)S1
    -1	7	0.3	·	7	-0.2	5.0	-0.8	1.2
Nc1cc(Nc2ccccc2)ccn1
    -1	-4	1.3	3.6	-3	-2.9	-0.9	-1.1	0.2

Reprinted from the part before: 2 entries, then new ones.
Results follow in this order: FBA Mtb inh	Yp Topo-I inh	Mtb UGM inh	TcdB GH inh	GDH-TPI inh	FadD28 FP inh	Vc quorum ag	PfHsp40 yeast	BioA inh
CC1=CC(C)(C)N=C(Nc2ccc(C)cc2)S1
    -1	7	0.3	·	7	-0.2	5.0	-0.8	1.2
Nc1cc(Nc2ccccc2)ccn1
    -1	-4	1.3	3.6	-3	-2.9	-0.9	-1.1	0.2
CC(C)(C)NC(=O)C(=O)NCCC1=CCCCC1
    -4	-11	-2.2	·	7	-3.4	i	-1.2	-0.5
COc1ccc(S(=O)(=O)N2CCCC2CNC(=O)C(=O)NCc2ccco2)cc1 (configuration not stated)
    2	0	4.4	1.4	3	-0.9	i	2.3	-0.6
O=C(c1cccc(S(=O)(=O)NCc2ccccc2)c1)N1CCN(c2ccc(F)cc2)CC1
    -1	21	-0.9	1.1	15	-3.1	i	1.4	-0.1
CC(C)CNS(=O)(=O)c1ccc(CCC(=O)NCC2CCCO2)cc1 (configuration not stated)
    -5	-4	1.0	·	16	1.7	i	-0.7	-0.5
O=C(C1CC(=O)N(C2CCCC2)C1)N1CCN(c2cccc(Cl)c2)CC1 (configuration not stated)
    5	20	0.0	1.3	2	1.5	0.6	1.8	18
c1ccc2c(c1)nc1n2CN(Cc2ccc3c(c2)OCO3)CN1
    -1	-5	-0.1	·	1	-2.3	3.1	0.8	-0.5
COCC(C)N1C(=O)Cc2c1nc(N)c1c(N)nc(N3CCN(c4ccccc4F)CC3)c(C#N)c21 (configuration not stated)
    20	12	-1.0	0.6	-1	-1.3	0.2	-1.9	·
Cc1sc(NC(=O)c2ccco2)nc1-c1ccc2c(c1)CC(C)N2C(=O)C1CC1 (configuration not stated)
    2	27	-1.0	2.0	25	-0.6	i	0.0	·
CCn1c(SCCN2CCCCC2)nc2c1c(=O)n(C)c(=O)n2C
    -2	0	·	0.2	-3	-0.9	i	-2.8	-0.5
O=C(Cc1ccccc1)N/N=C/c1cc(Br)cs1
    -3	4	-2.4	0.0	12	-2.0	-0.8	-0.5	-1.7
C=CCNC(=O)COC(=O)c1ccc(C)c(NC(=O)c2ccco2)c1
    0	0	-1.9	-0.3	-9	-2.7	1.6	0.3	·
CC(=O)c1cccc(S(=O)(=O)NC(C)C2CC3CCC2C3)c1 (configuration not stated)
    -1	-2	1.4	-7.5	-4	-2.2	i	0.7	1.9
Cc1cc(C)n(S(=O)(=O)c2ccc3oc(=O)ccc3c2)n1
    5	-2	0.6	-0.4	2	-1.5	-0.9	-0.4	-0.9
CCC(C)Sc1ccc(-c2nc3cnccn3c2NC2CCCCC2)cc1 (configuration not stated)
    29*	20	3.2	0.8&1.3	12	-0.9	-0.4	1.1	-2.1
CC(=O)Nc1nc(=S)ss1
    -1	-15	-3.3	·	-6	-1.0	·	0.6	0.5
O=C(O)c1cc(NC(=O)c2cccc(N3C(=O)c4ccccc4C3=O)c2)cc(C(=O)O)c1
    2	11	1.8	-0.6	5	1.3	i	-0.5	-0.6
O=C(CCc1ccc(S(=O)(=O)N2CCOCC2)cc1)N1CCc2ccccc2C1
    -1	3	1.7	0.9	8	-1.2	-0.3	0.2	-1.1
O=C1C(C=NCCCN2CCCC2=O)=C(O)c2ccccc21
    13	7	-3.7	·	13	-4.2	-2.0	-0.5	0.0
CN(C)c1ccc(NC(=O)CSc2nnc(-c3ccco3)c(-c3ccco3)n2)cc1
    -1	3	-0.3	-2.1	17	-4.1	-0.3	21	-0.2
Cc1ccccc1NC(=O)C1CC(=O)n2ncnc2N1 (configuration not stated)
    2	-3	-0.6	-0.4	3	-3.3	-0.3	0.1	-1.0

The last 5 entries of the part above lead into the next.
Results follow in this order: FBA Mtb inh	Yp Topo-I inh	Mtb UGM inh	TcdB GH inh	GDH-TPI inh	FadD28 FP inh	Vc quorum ag	PfHsp40 yeast	BioA inh
O=C(O)c1cc(NC(=O)c2cccc(N3C(=O)c4ccccc4C3=O)c2)cc(C(=O)O)c1
    2	11	1.8	-0.6	5	1.3	i	-0.5	-0.6
O=C(CCc1ccc(S(=O)(=O)N2CCOCC2)cc1)N1CCc2ccccc2C1
    -1	3	1.7	0.9	8	-1.2	-0.3	0.2	-1.1
O=C1C(C=NCCCN2CCCC2=O)=C(O)c2ccccc21
    13	7	-3.7	·	13	-4.2	-2.0	-0.5	0.0
CN(C)c1ccc(NC(=O)CSc2nnc(-c3ccco3)c(-c3ccco3)n2)cc1
    -1	3	-0.3	-2.1	17	-4.1	-0.3	21	-0.2
Cc1ccccc1NC(=O)C1CC(=O)n2ncnc2N1 (configuration not stated)
    2	-3	-0.6	-0.4	3	-3.3	-0.3	0.1	-1.0
O=C(c1nnc(-c2ccccc2)o1)C1CC1
    0	5	0.4	0.6	2	-1.8	-2.8	-0.7	·
CCOc1cc(CNCc2ccncc2)cc(Br)c1OCc1ccccc1F
    2	47	1.4	·	-5	-3.3	i	0.2	0.8
COc1ccccc1N1CCN(C(=O)CSc2nc(-c3ccccc3)cc(=O)[nH]2)CC1
    0	23	-1.8	·	7	-4.2	-1.0	-0.5	-3.0
CC(=O)OCC(O)C1(O)CCC2C3CCC4=CC(=O)CCC4(C)C3C(O)CC21C (configuration not stated)
    4	-9	·	-1.3	3	-0.5	-0.3	·	0.1
CCc1ccc(C(=O)NNC(=O)C2CC(=O)N(c3ccc4c(c3)OCCO4)C2)cc1 (configuration not stated)
    4	-4	-2.6	-1.3	3	-2.4	i	-0.7	-1.3
O=C(c1ccc(-n2cncn2)c([N+](=O)[O-])c1)N1CCN(S(=O)(=O)c2c(F)cccc2F)CC1
    -1	6	-0.9	-2.5	-5	-3.7	i	-0.8	·
O=C(C1CCN(C2CCN(CC3CC=CCC3)CC2)CC1)N1CCOCC1 (configuration not stated)
    0	-3	0.4	0.0	5	-3.4	-3.7	-0.6	0.3
CSC1=N/C(=C\c2ccccc2)C(=O)N1C
    0	3	3.2	4.6	17	-1.7	-0.2	40*	-3.7
CCCCC(=O)Nc1nn(C)c2nc3c(C)cccc3cc12
    2	1	0.5	·	-4	-2.7	-5.0	0.8	-0.6
COc1ccc(N2CCN(C(=S)Nc3cccc(OC)c3)CC2)cc1
    -2	-18	-0.4	-0.6	-4	-2.6	-0.4	1.2	-0.4
Cc1ccc(-n2c(=O)[nH]c3c(C(N)=O)nc(CC(C)C)nc32)cc1
    2	-9	2.6	·	1	-3.0	·	-0.5	1.5
Nc1cc(-c2ccccc2)nn1S(=O)(=O)c1ccc(Br)cc1
    -1	4	0.0	-1.0	7	-4.6	·	0.3	-3.2
O=C(NCC1CCN(Cc2cccc(Cl)c2)CC1)Nc1ccccc1Cl
    2	3	0.1	0.9	-8	-1.6	-5.6	-0.6	0.6
CCOc1ccccc1NC(=O)C1=C(C)NC(=S)NC1c1cccs1 (configuration not stated)
    0	1	-0.1	·	10	-1.8	-2.4	-1.6	0.2
O=S(=O)(Nc1cccc2c1CCCC2)c1cccc(C(F)(F)F)c1
    -2	9	0.5	1.1	-9	-3.5	i	1.3	·
O=C(CCS(=O)(=O)c1cccc2nsnc12)NCc1ccccc1
    4	-3	-0.5	·	4	-4.2	-0.6	-0.4	0.1
CN(CC(=O)Nc1ccc(Cl)c(C(F)(F)F)c1)C(=O)C1CC(=O)N(c2ccc3c(c2)OCCO3)C1 (configuration not stated)
    -1	9	·	0.6	3	-5.3	-0.4	·	0.7
O=C(c1ccco1)N1CCN(C(=O)c2cc3cc([N+](=O)[O-])ccc3oc2=O)CC1
    -3	-2	1.6	-1.9	4	0.6	-0.2	0.4	·
CN1CCN(C(=O)c2cc(Cl)ccc2Cl)CC1
    -4	-6	1.8	·	-5	-2.0	-0.6	-2.1	-1.0
O=C(Cc1ccc(Cl)cc1)Nc1cccc(S(=O)(=O)Nc2ccccc2F)c1
    5	-4	-0.2	·	-2	-7.8	-0.4	1.3	·

Single entries from the list.
Result of Nc1cc(-c2ccccc2)nn1S(=O)(=O)c1ccc(Br)cc1 under TcdB GH inh: -1.0
Result of O=C(c1nnc(-c2ccccc2)o1)C1CC1 under TcdB GH inh: 0.6
Result of COc1ccccc1N1CCN(C(=O)CSc2nc(-c3ccccc3)cc(=O)[nH]2)CC1 under FBA Mtb inh: 0

Other entries follow.
Results follow in this order: FBA Mtb inh	Yp Topo-I inh	Mtb UGM inh	TcdB GH inh	GDH-TPI inh	FadD28 FP inh	Vc quorum ag	PfHsp40 yeast	BioA inh
O=C(COc1cccc2ccccc12)NNC(=O)c1cccs1
    -1	-6	1.4	·	-7	-3.5	i	1.3	-0.5
CC(C#N)(NC(=O)CN1CCN(S(=O)(=O)c2cccc(F)c2)CC1)C1CC1 (configuration not stated)
    1	-8	·	1.2	-3	-2.4	-0.3	·	-0.7
CN(CC(=O)NCc1ccccc1)S(=O)(=O)c1ccc2c(c1)CCC(=O)N2
    1	1	1.8	7.8	10	-1.7	-3.4	0.0	-0.8
CCC1CCCCN1C(=O)CCCOc1ccccc1 (configuration not stated)
    0	4	-0.5	·	-5	-4.6	i	-0.5	·
